Ecoli WT growth = blocks growth of wild type E. coli BW25113. E. coli BW25113 growth inhibition, OD600. inhibition, % at 10 µM. hit rate 0.05% among 20,000. AID 552; in the data active = inhibition above about 40%;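 also: bacteria exposed to compound for 20 hours at 37 °C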
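Assay system: Bacterial strain in a whole-cell growth screen | Amount: Inoculum from a 1:1000 dilution of a 1.5 h subculture | Detection: Absorbance at 615 nm as a measure of bacterial growth | Timing: 20 h exposure, 37 °C | Buffer or medium: LB plus kanamycin 50 µg/mL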
The depositor's hits bear a star. A portion of the library (hit frequency here may not be typical).

SMILES	Ecoli WT growth
O=C1c2ccccc2C(=O)N1CCCn1c(=O)oc2ccccc21	4.9
O=C(CN1C(=O)COc2ccccc21)N(Cc1cccnc1)Cc1ccccc1F	-5.5
COc1cc(C2=NOC(C(=O)NCc3ccc(F)cc3)C2)cc(OC)c1OC (configuration not stated)	-2.4
O=C(NCCC1=CCCCC1)C1CCCN(S(=O)(=O)c2ccc(F)cc2)C1 (configuration not stated)	-20.2
C=CCn1c(COC)nnc1SCC(=O)c1ccc(F)cc1	1.2
COc1cc(CNc2ccc(N3CCOCC3)c(C(=O)O)c2)ccc1OCC(N)=O	6.2
CCOC(=O)C1CCN(C(=O)CSc2n[nH]c(=O)[nH]c2=O)CC1	-2.6
CC(C)c1ccc(NC(=O)C2CC(=O)N(C(C)C)C2)cc1 (configuration not stated)	-4.2
COc1cc(N=c2ssnc2Cl)cc(OC)c1	-3.3
CCCC(=O)Nc1ccc(OCC(=O)OC)cc1	-10.3
O=C(NC1CCc2ccccc21)C1CCN(S(=O)(=O)c2ccc(-n3cnnn3)cc2)CC1 (configuration not stated)	-3.5
CN(C)c1ccc(C(=O)OCC(=O)NC2CCCCC2)cc1	-3.7
N#Cc1c(N2CCCC2)nc(N)c2c(N)nc(N3CCCC3)cc12	-1.7
CCc1nnc(NC(=O)c2cccc(C(=O)Nc3nnc(CC)s3)n2)s1	8.4
O=C(Nc1ccc(N2CCN(c3ccc(O)cc3)CC2)cc1)Oc1ccccc1	1.9

The final 6 compounds of the section above open the next one.
SMILES	Ecoli WT growth
CCCC(=O)Nc1ccc(OCC(=O)OC)cc1	-10.3
O=C(NC1CCc2ccccc21)C1CCN(S(=O)(=O)c2ccc(-n3cnnn3)cc2)CC1 (configuration not stated)	-3.5
CN(C)c1ccc(C(=O)OCC(=O)NC2CCCCC2)cc1	-3.7
N#Cc1c(N2CCCC2)nc(N)c2c(N)nc(N3CCCC3)cc12	-1.7
CCc1nnc(NC(=O)c2cccc(C(=O)Nc3nnc(CC)s3)n2)s1	8.4
O=C(Nc1ccc(N2CCN(c3ccc(O)cc3)CC2)cc1)Oc1ccccc1	1.9
Cc1ccc(CC23CN4CCN(CC(C4)C2O)C3)c(C)c1 (configuration not stated)	-2.8
CCc1c(C)n([O-])c2c([n+]1=O)CCC2	7.5
Clc1ccc(Cn2c(CN3CCCC3)nc3ccccc32)cc1	-0.2
CCn1c(SCC(=O)Nc2ccc3c(c2)OCO3)nc2c(c1=O)SC(C)C2 (configuration not stated)	7.8
COc1ccc(C(O)C(CN2CCOCC2)c2ccccc2)cc1F (configuration not stated)	2.8
COCCNC(=O)C(C)OC(=O)c1nsc(Cl)c1Cl (configuration not stated)	7.9
Cn1c(=O)c(=O)n(C)c2cc(S(=O)(=O)Nc3ccc4c(c3)OCCO4)ccc21	9.6
COC(=O)c1sccc1NC(=O)c1ccco1	-6.0
COc1ccc(-c2csc(N3CCC(C(N)=O)(N4CCCCC4)CC3)n2)cc1	-22.8
c1cc(-c2noc(CCC3CCCC3)n2)ccn1	12.2
CC1(C)CN=C(N2CCN(c3ncnc4sc5c(c34)CCCC5)CC2)S1	0.0
Cc1nc(CSc2nnc3scc(-c4ccc(Cl)cc4)n23)cs1	7.9
Cc1cc(C)c2c(=O)n(CC(=O)NCCCN3CCOCC3)sc2n1	8.7
Cc1cc(C)cc(CC2CC(=O)N(c3ccc4c(c3)OCCO4)C2=O)c1 (configuration not stated)	-22.5
CCn1cc(C(=O)NCCN(C)CCc2ccccc2)c(=O)c2cc(S(=O)(=O)N(C)C)ccc21	-2.9
O=C(CCC(=O)N1CCN(S(=O)(=O)c2ccccc2)CC1)c1cccs1	19.3
N#Cc1cc2c(nc1SCC(=O)N1CCCCC1)CCCC2	1.3
O=C(CC(c1ccccc1)c1cc(Br)ccc1O)NCCN1CCOCC1 (configuration not stated)	3.7
O=C(NC1CCCCC1)C1CC(O)CN1C(=O)OCc1ccccc1 (configuration not stated)	8.0
COC(=O)CSc1nnc(-c2ccc(OC)cc2OC)o1	0.0
COc1ccc(-c2ccc(-c3noc(-c4ccccc4F)n3)c(OC)n2)cc1	-14.0
Cc1ccc2c(c1)C(O)(CC(=O)c1ccc3c(c1)OCO3)C(=O)N2 (configuration not stated)	17.8
CC(C)(C)c1cc(C(=O)N2CCN(c3ncccn3)CC2)ccn1	-7.1
COc1cccc(-n2cnc3scc(-c4cccs4)c3c2=O)c1	-18.5
O=C(O)c1cccc(C(=O)O)n1	-11.9
O=C(CCN1CCc2ccccc2C1)Nc1ccc2c(c1)OCO2	2.8
Cc1sc2nc3n(c(=O)c2c1C)CCCS3	-15.0
CC1=C(C(=O)OC(C)C)C(c2ccccn2)n2ncnc2N1 (configuration not stated)	10.3
CS(=O)(=O)N1CCN(C(=O)C2c3ccccc3Oc3ccccc32)CC1	-18.1
CCOC(=O)Cc1csc(NC(=O)CSc2nnc(C(C)C)n2CC)n1	9.0

Arranged by SMILES length (high to low): part of the list above
SMILES	Ecoli WT growth
CCn1c(SCC(=O)Nc2ccc3c(c2)OCO3)nc2c(c1=O)SC(C)C2 (configuration not stated)	7.8
Cc1ccc2c(c1)C(O)(CC(=O)c1ccc3c(c1)OCO3)C(=O)N2 (configuration not stated)	17.8
O=C(CCN1CCc2ccccc2C1)Nc1ccc2c(c1)OCO2	2.8
CCCC(=O)Nc1ccc(OCC(=O)OC)cc1	-10.3

Continued:
SMILES	Ecoli WT growth
C=CCNc1oc(-c2ccc(OC)cc2)nc1C#N	-17.7
CC(=O)Nc1nonc1C(=O)N1CCC(C)CC1	0.5
COC(=O)Nc1ccc(S(=O)(=O)N2CCCC(C(=O)Nc3cccc4c3OCCO4)C2)cc1 (configuration not stated)	-18.6
O=C(CSc1nnnn1-c1ccccc1)c1cc2ccccc2oc1=O	0.4
O=C(O)c1ccccc1C(=O)Nc1ccccc1	-10.4
Cc1ccc(C(=O)CC2(O)C(=O)N(C)c3ccc(Br)cc32)c(C)c1 (configuration not stated)	7.0
COC(=O)CC(C(=O)Nc1cc(C(=O)OC)cc(C(=O)OC)c1)N1CCN(C)CC1 (configuration not stated)	5.7
O=C(NCCCn1ccnc1)c1ccco1	-23.3
COc1cc(OC)nc(NC(=O)CS(=O)(=O)c2ccccc2)n1	-12.1
CCc1[nH]nc2c1C1(CCN(C(=O)c3ccccc3)CC1)C(C#N)=C(N)O2	-17.2
CCCCCOC(=O)CSc1nc2c(c(=O)[nH]c(=O)n2C)n1CCc1ccccc1	-18.7
Fc1ccc(-c2csc3nnc(SCc4cccnc4)n23)cc1	16.8
CNC(=O)CSc1nnc(-c2ccc(S(=O)(=O)N3CCCC3)cc2)n1-c1cccc(C)c1C	-3.0
O=C(O)C1C2CCC(C2)C1C(=O)NCCCn1ccnc1 (configuration not stated)	-5.0
O=C(CSc1nnc(-c2ccccn2)n1Cc1ccccc1)N1CCCC1	-7.1

The closing 2 entries of the part above come first, to join the parts:
SMILES	Ecoli WT growth
O=C(O)C1C2CCC(C2)C1C(=O)NCCCn1ccnc1 (configuration not stated)	-5.0
O=C(CSc1nnc(-c2ccccn2)n1Cc1ccccc1)N1CCCC1	-7.1
COC(=O)COc1ccc(NC(=O)C2CCCO2)cc1 (configuration not stated)	-18.3
COC(=O)c1ccccc1NC(=O)NCc1ccc2c(c1)OCO2	-16.3
CCN(CC)CCN1C(=O)C(=O)/C(=C(/O)c2ccc(OC)c(OC)c2)C1c1ccccn1 (configuration not stated)	-26.0
COCCNC(=O)c1cc2cc(Br)cc(OC)c2oc1=O	-21.1
Cc1nc(-c2cccc(S(=O)(=O)N3CC(C)OC(C)C3)c2)cs1 (configuration not stated)	-15.1
O=C(Cc1cccs1)Nc1nncs1	-22.1
CCCn1c(SCC(=O)NCCc2ccc(OC)c(OC)c2)nc2c1c(=O)n(C)c(=O)n2C	-25.2
O=C(c1nn2cccnc2c1Cl)N1CCN(c2ccccc2)CC1	-7.2
O=C(NCc1nc2ccccc2[nH]1)c1ccco1	5.4
COC(=O)c1[nH]c2ccc(C)cc2c1NC(=O)CN1CCN(C(=O)c2ccccc2)CC1	-1.1
COc1cccc(-n2nnc3c(=O)n(Cc4cccc(F)c4)cnc32)c1	8.7
CCn1c(NC2CCCCC2)nc2ccccc21	-18.0
O=C(CN1CCOCC1)Nc1cccc(Br)c1	-17.5
O=c1c2[nH]c3cccc(Cl)c3c2ncn1CCN1CCCCC1	-4.5
c1ccc(Cc2nnc3sc(C4COc5ccccc5O4)nn23)cc1 (configuration not stated)	-17.8
O=C(O)CCCC(=O)Nc1ccc(Br)cc1C(=O)O	-5.2
CCN(CC)/C(=N/O)NC(=O)NS(=O)(=O)c1ccc(C)cc1	-14.0
O=C1CSC(c2cccc(F)c2)N1c1ccccc1F (configuration not stated)	6.6
CCOC(=O)c1sc(SCC(=O)Nc2ccc(N(C)C)cc2)nc1N	-24.6
O=C(CSc1nnnn1-c1ccccc1)Nc1ccc(Cl)cn1	-16.3
C=CCn1c(COc2cccc3ccc(C)nc23)nnc1SCC(N)=O	-12.3
CCOc1ccc(C(=O)Nc2ccc3c(c2)OCO3)cc1OCC	-1.3
CC1CN(CC(O)COc2ccccc2C(C)(C)C)CC(C)O1 (configuration not stated)	5.4
COc1ccc(-c2nnc(SCC(=O)c3cc(C)n(Cc4cccs4)c3C)o2)cc1	1.8
c1csc(-c2nn3c(Cn4nnc5ccccc54)nnc3s2)c1	8.8
CN(c1ccccc1C(=O)NCc1ccco1)S(C)(=O)=O	-11.1
COc1cc(CNc2ccc3[nH]c(=O)[nH]c3c2)cc(Cl)c1OCC(=O)NC(C)(C)C	3.6
c1ccc(-c2n[nH]nc2-c2ccccc2)cc1	-18.1
COc1ccc(C(=O)NCc2c(CC(C)C)oc(C)c2C(=O)O)cc1	-9.9
Cc1[nH]c(=O)[nH]c(=O)c1S(=O)(=O)N(C)Cc1ccccc1	-4.2
COC(=O)c1c(NS(C)(=O)=O)sc2c1CCCC2	-17.2
CC(=O)Nc1cccc(NC(=O)CSc2nn3c(=O)c(C)nnc3s2)c1	8.5
CCCCC(=O)O[C@]1(C(=O)CO)CC[C@H]2[C@@H]3CCC4=CC(=O)CC[C@]4(C)[C@H]3[C@@H](O)C[C@@]21C	-5.9
Oc1cccc2ccc(Nc3ccccn3)nc12	-1.0
CCC(=O)N1CCN(c2ccccc2NC(=O)COc2ccccc2Cl)CC1	-1.7
CC(C)[N+](C)(CCOC(=O)C1c2ccccc2Oc2ccccc21)C(C)C	5.3
COc1ccc(Cc2nnc3n2N=C(c2cc4ccccc4o2)CS3)cc1OC	-2.3
CC(=O)N1C(=O)C2(Nc3ccccc3N2)c2ccccc21	7.2
CCOC(=O)C1=C(CC)Nc2ccccc2N=C1NC(=O)Cn1cnc2ccccc2c1=O	-2.9
c1cc2c3c(cccc3c1)NC1(CCCCCC1)N2	-14.0
C=CCOC(=O)COc1ccc2c(C)c(C)c(=O)oc2c1C	5.7
Cc1ccccc1Cn1ccc(NC(=O)c2cnn3cccnc23)n1	-19.1
CC1Cc2ccccc2N1C(=O)c1cccnc1 (configuration not stated)	-1.3
O=S1(=O)C=CC(Sc2nc3ccccc3[nH]2)C1 (configuration not stated)	-13.9
O=C(c1noc2c1CCc1ccccc1-2)N1CCOCC1	18.9
O=C(CSc1nnc(-c2ccc(Br)cc2)o1)Nc1cccc2ccccc12	-16.2
CCCC(=O)Nc1nc2ccc(S(N)(=O)=O)cc2s1	-3.6
Cc1c(O)ccc(C(=O)CN2C(=O)c3ccccc3C2=O)c1O	-15.7
COc1ccc(-n2c(=O)c3c4c(sc3n3cnnc23)CC(C)CC4)cc1 (configuration not stated)	-4.9
CC(C)N1CC(C(=O)Nc2nc3ccccc3s2)CC1=O (configuration not stated)	-5.4
Cc1ccc(NC(=O)CS(=O)CC(=O)NCC2CCCO2)cc1 (configuration not stated)	8.5
C=CCNS(=O)(=O)c1ccc(OCC(=O)OC)cc1	3.8
COc1ccc(C)cc1-n1c(N)c(C#N)c(C#N)c1-c1ccc(OC)c(OC)c1OC	9.5
Cc1noc(C)c1S(=O)(=O)N1CCC(C(=O)Nc2ccccn2)CC1	-2.0
COc1cccc(-n2c(SCC(=O)OC(C)C)nnc2-c2cccnc2)c1	7.3
O=C(O)CCN1C(=O)c2ccccc2C1=O	-7.9
CCCN1CCC(NC(=O)Nc2ccc(OC)c(OC)c2)CC1	-2.0
O=C(NCc1ccc(F)cc1)c1cc2ccccn2n1	-3.5
CN(Cc1nc(-c2cccnc2)no1)S(=O)(=O)c1ccc2ccccc2c1	-23.2
Cc1cc(C)c(S(N)(=O)=O)c(C)c1-n1cnnn1	-22.1

Of the compounds above, these have a tert-butyl group.
SMILES	Ecoli WT growth
CC(C)(C)c1cc(C(=O)N2CCN(c3ncccn3)CC2)ccn1	-7.1
CC1CN(CC(O)COc2ccccc2C(C)(C)C)CC(C)O1 (configuration not stated)	5.4
COc1cc(CNc2ccc3[nH]c(=O)[nH]c3c2)cc(Cl)c1OCC(=O)NC(C)(C)C	3.6

Following part:
SMILES	Ecoli WT growth
CCOc1ccc(C(=O)N(Cc2ccc(N(C)C)cc2)C2CCS(=O)(=O)C2)cc1 (configuration not stated)	-3.6
O=S(=O)(c1ccc2ccccc2c1)N1CCN(S(=O)(=O)N2CCOCC2)CC1	-8.3
COC(=O)c1ccccc1NC(=O)c1cnc2sccn2c1=O	-3.0
Cc1cc(C(=O)CSc2nnc(-c3ccco3)o2)c(C)n1CC1COc2ccccc2O1 (configuration not stated)	8.0
O=C(Nc1ccccc1OC(F)F)c1ccc(Br)o1	-12.0
CCOC(=O)C1C(=O)N(C(=O)c2ccc(OC)cc2)CC1c1ccccc1 (configuration not stated)	-1.7
c1csc(-c2ncc3ccccn23)c1	-16.8
Cc1ccc(CNC(=O)c2ccccc2NS(C)(=O)=O)cc1	-20.9
CC(NC(=O)c1cccs1)C(=O)NC1=NCCS1 (configuration not stated)	-20.4
COc1ccc(C2C(C(=O)O)CC(=O)N2C2CCCCC2)cc1 (configuration not stated)	-20.4
COCc1c(C)cc(C)c(/C=N/O)c1C	0.7
CCOC(=O)N1CCN(S(=O)(=O)c2ccc(C)c(C)c2)CC1	-14.6
Cc1nc2ccccc2c(=O)n1CCCn1ccnc1	-12.7
COc1ccc(COC(=O)c2n[nH]c3ccccc23)cc1F	-5.3
CC1(C)CC(=O)c2cc(C(=O)NCc3ccco3)c(=O)n(-c3ccc(Cl)cc3)c2C1	1.5
N#Cc1ccc(CSc2nnc(-c3ccccn3)n2-c2ccccc2)cc1	1.4

Bioassay records (PubChem BioAssay)
